# MrgX1 ag: agonists of human MrgX1 receptor; MrgX1-HEK293 cells, Fluo-4 calcium fluorescence, agonist mode; stronger effect = higher value; AID 588627; actives 0.44% (n = 310,000); B-score at 10 µM; Q96LB2;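 active = calcium response B-score plate-corrected fluorescence ratio at least 3 library SD, with starting fluorescence B-score inside 5 SD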
#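 Assay system: stable human MrgX1 HEK293 cell line. Quantity: 15,000 cells per well. Schedule: cells plated overnight, dye loaded 0.5 h 37 °C, 0.5 h room temperature. Detection: Fluo-4 NW calcium-flux fluorescence, kinetic read. Read-out basis: peak-minus-minimum fluorescence over baseline, converted to B scores. Control set: positive and negative control wells on each plate.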
# TRPC6 inhibitor: blocks the mouse TRPC6 cation channel; HEK293-TRPC6, membrane potential dye, ACh-evoked depolarization; stronger effect = lower value; B-score at 10 µM; actives 1.1% (n = 310,000);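 active = B-score under library mean minus 3 SD, initial fluorescence not abnormally high, positive integrated signal ratio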;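 also: B-score derived from integrated fluorescence ratio over the kinetic read; more negative B-score means stronger inhibition of depolarization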
# TRPC6 activator: activators of mouse TRPC6 channel | Q61143 | HEK293-TRPC6 membrane potential dye fluorescence; stronger effect = higher value | B-score at 10 µM | actives 0.13% (n = 310,000) | AID 2550;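 active = B-score of the integrated fluorescence ratio above library mean plus 3 SD, and starting fluorescence ratio within library mean plus 5 SD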;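 also: higher score means more depolarization so channel activation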
# TMEM16A act: activators or potentiators of mouse TMEM16A chloride channel. Q8BHY3. HEK293 TMEM16A/YFP-H148Q/I152L, iodide quench fluorescence; stronger effect = lower value. B-score at 10 µM. actives 0.3% (n = 340,000);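 active = fluorescence-ratio B-score plate-corrected deviation score at least 3 library SD below zero, with starting fluorescence score within 5 deviations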;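 also: channel opened by trigger with iodide after compound preincubation; score built on the fluorescence ratio of max minus min over baseline; more negative score means more quench and so TMEM16A activation or potentiation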
# Target sequence (Q8BHY3 whole entry, looked up): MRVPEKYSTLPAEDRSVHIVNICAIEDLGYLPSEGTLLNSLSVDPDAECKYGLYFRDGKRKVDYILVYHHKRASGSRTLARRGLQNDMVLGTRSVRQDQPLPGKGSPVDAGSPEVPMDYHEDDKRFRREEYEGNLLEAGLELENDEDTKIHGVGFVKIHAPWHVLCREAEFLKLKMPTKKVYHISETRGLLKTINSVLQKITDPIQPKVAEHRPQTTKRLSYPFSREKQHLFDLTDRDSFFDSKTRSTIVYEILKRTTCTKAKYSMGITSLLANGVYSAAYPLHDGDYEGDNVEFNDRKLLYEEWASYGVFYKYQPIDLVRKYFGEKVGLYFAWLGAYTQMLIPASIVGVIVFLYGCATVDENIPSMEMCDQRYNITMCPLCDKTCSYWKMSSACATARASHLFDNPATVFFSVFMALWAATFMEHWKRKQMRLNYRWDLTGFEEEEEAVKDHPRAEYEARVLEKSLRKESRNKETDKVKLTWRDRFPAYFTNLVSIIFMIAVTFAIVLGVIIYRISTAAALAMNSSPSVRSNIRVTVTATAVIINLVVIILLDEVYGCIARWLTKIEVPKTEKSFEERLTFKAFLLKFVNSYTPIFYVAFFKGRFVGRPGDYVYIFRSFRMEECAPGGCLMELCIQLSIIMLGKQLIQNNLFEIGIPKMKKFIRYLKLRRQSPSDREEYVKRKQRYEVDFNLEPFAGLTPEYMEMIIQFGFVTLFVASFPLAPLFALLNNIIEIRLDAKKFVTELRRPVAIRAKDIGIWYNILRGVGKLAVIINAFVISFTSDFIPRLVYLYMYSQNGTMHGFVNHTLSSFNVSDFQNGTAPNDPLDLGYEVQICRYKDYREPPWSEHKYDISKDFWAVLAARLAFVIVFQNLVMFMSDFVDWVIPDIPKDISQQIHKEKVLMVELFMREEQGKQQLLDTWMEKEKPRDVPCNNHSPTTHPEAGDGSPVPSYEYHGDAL
# ANO1 block: mouse TMEM16A channel inhibition, primary screen; Q8BHY3; HEK293 TMEM16A/YFP iodide influx fluorescence, ionomycin; normalized B-score (activity score, 25-100; higher = stronger inhibition) at 10 µM; actives 1.2% (n = 310,000); AID 588511;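 active = ratio plate-corrected score three or more library SD toward inhibition, starting fluorescence score within five deviations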;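 also: score derived from kinetic fluorescence span divided by baseline fluorescence per well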
# TRPC4 agonist: activators of mouse TRPC4 channel; B-score at 10 µM; actives 0.49% (n = 310,000); HEK293 TRPC4beta/mu-opioid, Fluo4 calcium fluorescence; stronger effect = higher value; Q9QUQ5;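 active = B-score above 5 SD of library B-scores, and initial fluorescence ratio not above library mean plus 5 SD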;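 also: positive B-score marks a calcium rise read as TRPC4 activation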
#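 Technique: kinetic Fluo4 calcium fluorescence; Test system: TRPC4beta and mu-opioid receptor HEK293 stable cells; Measure: B-scored integrated calcium fluorescence ratio; Benchmarks: low control buffer alone, high control maximal DAMGO; Schedule: 45 min room-temperature Fluo4 loading, 110 s read.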
# TRPC4 potent: allosterically enhances the mouse TRPC4 cation channel; Q9QUQ5; HEK293 TRPC4beta/mu-opioid, DAMGO EC20, Fluo-4 Ca2+ flux; stronger effect = higher value; B-score at 10 µM; actives 0.42% (n = 310,000);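 active = B-score of calcium response area above 5 SD of library B-scores, with initial fluorescence ratio within 5 SD of library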;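 also: B-score of integrated fluorescence ratio over time as area under calcium response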
# MrgX1 antag: antagonists of human MrgX1 receptor; actives 1.3% (n = 310,000); AID 588676; MRGX1-HEK293 calcium flux, Fluo-4, BAM8-22 antagonism; stronger effect = lower value; B-score at 10 µM;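 active = calcium-response B-score plate-corrected more than 3 library SD below zero, starting fluorescence within 5 deviations, no agonist response on first addition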;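 also: peak minus trough fluorescence over baseline after final BAM8-22 challenge near maximal dose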
# MrgX1 PAM: allosterically activates human MrgX1 receptor signaling; MrgX1-HEK293, Fluo-4 calcium flux, FDSS; stronger effect = higher value; B-score at 10 µM; Q96LB2; actives 0.63% (n = 310,000);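 active = plate-corrected calcium response at least 3 library SD above typical, normal starting fluorescence, not activating the receptor alone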;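 also: compound read alongside a low EC10 to EC30 dose of BAM8-22 agonist; peak minus trough fluorescence over baseline measured at the second addition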
# TRPC4 block: inhibitors of mouse TRPC4 channel. AID 2247. HEK293 TRPC4beta/mu-opioid, DAMGO-evoked Fluo4 calcium flux; stronger effect = lower value. actives 0.39% (n = 300,000). B-score at 10 µM;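 active = B-score over 3 SD under the library average, no early fluorescence shift, positive overall ratio signal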
#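 Assay system – HEK293 line stably carrying TRPC4beta and mu-opioid receptor · Doses – single dose · Detection – Fluo4 calcium-dye fluorescence, kinetic read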
# RGS4 inh: inhibitors of human RGS4; P49798; HEK293 M3R/RGS4 inducible, Fluo-4 calcium flux; stronger effect = higher value; triggered by carbachol at its EC20; B-score at 10 µM; actives 0.45% (n = 310,000);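 active = B-score, a plate-corrected calcium signal, over three deviations above library mean, with baseline fluorescence within five deviations of library mean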;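 also: RGS4 expression induced by doxycycline in cells with stable M3 receptor; B-score is computed from the integrated fluorescence ratio over baseline after carbachol; higher B-score means a larger calcium signal and so more RGS4 inhibition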
# The depositor's hits bear a star; i = inactive; · = not tested or not shown. Random draw from the library (roughly 5.8% active in at least one column).
SMILES,MrgX1 ag,TRPC6 inhibitor,TRPC6 activator,TMEM16A act,ANO1 block,TRPC4 agonist,TRPC4 potent,MrgX1 antag,MrgX1 PAM,TRPC4 block,RGS4 inh
COc1ccc(NC(=O)C2CCCNC2)cc1OCC(C)C (stereo not given),i,i,i,i,i,i,i,i,i,i,i
CC(=O)Nc1cccc(NC(C)=O)n1,i,i,i,i,i,i,i,i,i,i,i
Cc1nc(N/N=C/c2ccc(Br)cc2)cc(N2CCOCC2)n1,i,i,i,i,i,i,i,i,i,i,i
Clc1ccc(C(c2nnnn2C2CCCC2)N2CCN(Cc3ccncc3)CC2)cc1 (stereo not given),i,i,i,i,i,i,i,i,i,i,i
OC(CN1CCN(C(c2ccccc2)c2ccccc2)CC1)c1ccccc1 (stereo not given),i,i,i,i,i,i,i,i,i,i,i
CCC1Oc2ccc(C)cc2N(CC(=O)NCCCN2CCOCC2)C1=O (stereo not given),i,i,i,i,i,i,i,i,i,i,i
COc1ccc(N2CCN(C(=O)CNC(=O)c3ccc(Br)o3)CC2)cc1,i,i,i,i,i,i,i,i,i,i,i
Cc1cc(NS(=O)(=O)c2ccc(NC(=O)/C=C/c3cccc(Cl)c3)cc2)no1,i,i,i,i,i,i,i,i,i,i,i
Cc1cccc(CCN2C(N(C)C)=NC[C@@H]2CC(C)C)c1,i,·,·,i,i,·,·,i,i,·,·
Cc1cccc(NC(=O)CN2C(=O)N/C(=C\c3ccccc3OCc3ccc(C(=O)O)cc3)C2=O)c1,i,i,i,i,i,i,i,i,i,i,i
O=C(NCc1ccccc1)C(c1ccccc1)N(Cc1ccc2c(c1)OCO2)C(=O)Cc1cccs1 (stereo not given),i,i,i,i,i,i,i,i,i,i,i
COc1ccc(Cl)cc1NC(=O)CCc1ccccc1,i,i,i,i,i,i,i,i,i,i,i
COc1ccc(CNC(=O)c2cccc(C)c2[N+](=O)[O-])cc1,i,i,i,i,i,i,i,i,i,i,i
N=C1C(c2ccccc2)=C(O)CN1c1cccc(S(=O)(=O)N2CCOCC2)c1,i,i,i,i,i,i,i,i,i,i,i
COc1ccc(C)cc1S(=O)(=O)N1CCC(C(=O)NCCc2ccccc2)CC1,i,i,i,i,i,i,i,i,i,i,i
COc1ccccc1CCCNC(=O)C1CCC(=O)N(CCN2CCOCC2)C1 (stereo not given),i,i,i,i,i,i,i,i,i,i,i
CN(C)c1nc(OCCOC(=O)c2ccccc2)nc(N(C)C)n1,i,i,i,i,i,i,i,i,i,i,i
COCCNCCCCOc1ccc(Br)cc1C,i,i,i,i,i,i,i,i,i,i,i
CCCCCCCCC(=O)NNC(=O)c1c(O)c2ccccc2n(CCC)c1=O,i,i,i,i,i,i,i,i,i,i,i
CCCn1c(C(C)Nc2nc(-c3ccc(OC)cc3)cs2)nc2ccccc21 (stereo not given),i,i,i,i,i,i,i,i,i,i,i
CCCn1nc(NS(=O)(=O)c2cccc3nonc23)c2cc3cc(C)ccc3nc21,i,i,i,i,i,i,i,i,i,i,i
N#CC1CN(Cc2ccccc2)CN(Cc2ccccc2)C1,i,i,i,i,i,i,i,i,i,i,i
CCc1cc(C(=O)NCCN(C)C)cs1,i,i,i,i,i,78*,i,i,i,i,i
CCOc1cc(-c2sc(Nc3cc(C)ccc3OC)n[n+]2-c2ccccc2)ccc1OC,i,·,·,i,i,·,·,i,i,·,·
CN(NC(=O)COc1ccccc1)c1ccccc1,i,i,i,i,i,i,i,i,i,i,i
COc1ccc(C(=O)Nc2ccc(Cl)cc2C(=O)NCc2ccco2)cc1OC,i,i,i,i,i,i,i,i,i,i,i
COc1ccc(NC(=O)c2cnn(-c3ccccc3)c2C)cc1OC,i,i,i,i,i,i,i,i,i,i,i
COc1ccc(OC)c(-n2nnnc2SCC(=O)Nc2ccccc2N2CCOCC2)c1,i,i,i,i,i,i,i,i,i,i,i
COc1ccc(C(=O)c2sc(Nc3ccc(NC(C)=O)cc3)nc2C)cc1,i,i,i,i,i,i,i,i,i,i,i
CCOC(=O)c1sc(NC(=O)c2c(C)nn(Cc3ccccc3)c2C)cc1C,i,·,·,i,i,·,·,i,i,·,·
CC(C)N(CCCNC(=O)C1CCN(C(=O)c2cc3sccc3n2C)CC1)Cc1ccccc1,i,i,i,i,i,i,i,i,i,i,i
COc1ccc(-c2ccc(C)cc2)cc1[C@H]1[C@H]2C=CC[C@@H](C)[C@@H]2C(=O)N1Cc1ccccc1,i,i,i,i,i,i,i,i,i,i,i
O=C(NC1=NN(c2ccccc2)CC1)Nc1ccccc1F,i,i,i,i,i,i,i,i,i,i,i
N#CC1CCN(c2ncccc2[N+](=O)[O-])CC1,i,i,i,i,i,i,i,i,i,i,i
CCOC(=O)CSc1nc2c(c(=O)[nH]c(=O)n2C)n1Cc1ccccc1,i,i,i,i,i,i,i,i,i,i,i
Cn1nnnc1SCc1ccccc1F,i,i,i,i,i,i,i,i,i,i,i
CC(=O)N1CCN(Cc2nc3cc([N+](=O)[O-])ccc3n2C)CC1,i,i,i,i,i,i,i,i,i,i,i
CN(CC(=O)Nc1ccccc1Cl)C(=O)COC(=O)C1=COCCO1,i,i,i,i,i,i,i,i,i,i,i
CC(C)N(C(C)C)S(=O)(=O)c1ccc(NN)nc1,i,i,i,i,i,i,i,i,i,i,i
C/C(=N\NC(N)=S)C1(C)CCCCC1,i,i,i,i,i,i,i,i,i,i,i
COc1ccc(C(=O)Nc2cc(=O)n(C)c(=O)n2C)cc1OC,i,i,i,i,i,i,i,i,i,i,i
Nc1sc2c(c1C(=O)NC1CCS(=O)(=O)C1)CCC2 (stereo not given),i,i,i,i,i,i,i,i,i,i,i
Cc1nn(C(C)C(=O)NCCc2ccco2)c(=O)c2nn(-c3ccccc3)c(C)c12 (stereo not given),i,i,i,i,i,i,i,i,i,i,i
Cc1ccnc(NC(=O)c2ccc3[nH]c(=O)c(=O)[nH]c3c2)c1,i,i,i,i,i,i,i,i,i,i,i
OCc1nc(CO)n(Cc2ccccc2)n1,i,i,i,i,i,i,i,i,i,·,i
CCN(CC)S(=O)(=O)c1ccc(C(=O)NCc2n[nH]c(=S)n2Cc2ccccc2)cc1,i,i,i,i,i,i,i,i,i,i,i
Cc1cc(=O)oc2c(C(=O)/C=C\c3cccs3)c(O)ccc12,i,i,i,i,i,i,i,i,i,i,i
COc1ccc(NC(=O)c2c(NC(=O)CCC(=O)O)sc3c2CCCCC3)cc1,i,i,i,i,i,i,i,i,i,i,i
COc1ccc(CN(C(=S)Nc2ccccc2)C2CC(=O)N(c3ccccc3)C2=O)cc1 (stereo not given),i,i,i,i,i,i,i,i,i,i,i
COCCOC(=O)c1c(C)oc2ccc(OC(=O)COc3c(F)c(F)c(F)c(F)c3F)cc12,i,i,i,i,i,i,i,i,i,i,i

# Carrying on:
SMILES,MrgX1 ag,TRPC6 inhibitor,TRPC6 activator,TMEM16A act,ANO1 block,TRPC4 agonist,TRPC4 potent,MrgX1 antag,MrgX1 PAM,TRPC4 block,RGS4 inh
CCOC(=O)c1cccc(NC(=O)CCc2nnc3ccc(N4CCOCC4)nn23)c1,i,i,i,i,i,i,i,i,i,i,i
COc1ccccc1NC(=O)c1ccc(C(=O)Nc2ccccc2OC)nc1,i,i,i,i,i,i,i,i,i,i,i
CC(=O)Nc1ccc(S(=O)(=O)N2CCSC2c2ccc(C)cc2)cc1 (stereo not given),i,i,i,i,i,i,i,i,i,i,i
CC1=C(C#N)C(c2ccc(O)cc2)C(C#N)=C(C)N1,i,i,i,i,i,i,i,i,i,i,i
O=C(CSc1nc2ccccc2o1)N1N=C(c2cccs2)CC1c1ccc(F)cc1 (stereo not given),i,i,i,i,i,i,i,i,i,i,i
Cc1ccc(/C=N/NC(=O)CN2CCN(Cc3ccccc3)CC2)s1,i,i,i,i,i,i,i,i,i,i,i
O=C(NCc1ccc(Cl)cc1)N1CCc2ccccc2C1,i,i,i,i,i,i,i,i,i,i,i
NC(=O)c1ccc[n+](CCC[n+]2cccc(C(N)=O)c2)c1,i,i,i,i,i,i,i,i,i,i,i
COCC(C)N1CCC(Oc2ccc(C(=O)NCc3ccccn3)cc2)CC1 (stereo not given),i,i,i,i,i,i,i,i,i,i,i
COC(=O)/C=C/C(=O)Nc1cccnc1,i,i,i,i,i,i,i,i,i,i,i
CN(C)C1N(C(=O)c2ccccc2)N=C2c3ccccc3S(=O)(=O)N21 (stereo not given),i,i,i,i,i,i,i,i,i,i,i
COc1ccccc1-c1cc(C(F)(F)F)nc(S(=O)(=O)CCCC(=O)O)n1,i,i,i,i,i,i,i,i,i,i,i
C#CCn1c(=NC(=O)c2cccs2)sc2cccc(OC)c21,i,i,i,i,i,i,i,i,i,i,i
COc1cc(/C(C)=N/NC(=O)CN2CCN(S(=O)(=O)c3ccc(C)cc3)CC2)ccc1O,i,i,i,i,i,i,i,i,i,i,i
COC(=O)C1=CN(Cc2ccccc2)C=C(C(=O)OC)C1c1ccc(OC)c(OC)c1,i,i,i,i,i,i,i,i,i,i,i
CC(=O)c1cccc(CN2CCCC(CCC(=O)NCc3ccccc3F)C2)c1 (stereo not given),i,i,i,i,i,i,i,i,i,i,i
CC(=O)c1cn(CC(=O)Nc2ccc(C)cc2C)c2ccccc12,i,i,i,i,25*,i,i,i,i,i,i
COc1ccc(-c2noc(C(C)n3nc(C)c([N+](=O)[O-])c3C)n2)cc1OC (stereo not given),i,i,i,i,i,i,i,i,i,i,i
OCCn1nc2c3ccccc3nc-2n(-c2ccccc2)c1=S,i,i,i,i,i,i,i,i,i,i,i

# Screening data (PubChem)
